Screening data as filed in PubChem.
Tb PFK block – T. brucei PFK enzyme inhibition; O15648; T. brucei PFK, ADP-Glo luminescence; Potency, µM (series often up to 57.5 µM), for inactives: top-dose activity, negative = inhibition, hits mostly inhibitors; 330,000 tested, 0.17% active; AID 485367;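 note: potency is the fitted concentration of half-maximal effect; 0% = uninhibited 1x PFK enzyme wells and -100% = no-enzyme wells; nearly all actives have a fitted effect of over 60% in size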
Target sequence (O15648 whole entry, looked up): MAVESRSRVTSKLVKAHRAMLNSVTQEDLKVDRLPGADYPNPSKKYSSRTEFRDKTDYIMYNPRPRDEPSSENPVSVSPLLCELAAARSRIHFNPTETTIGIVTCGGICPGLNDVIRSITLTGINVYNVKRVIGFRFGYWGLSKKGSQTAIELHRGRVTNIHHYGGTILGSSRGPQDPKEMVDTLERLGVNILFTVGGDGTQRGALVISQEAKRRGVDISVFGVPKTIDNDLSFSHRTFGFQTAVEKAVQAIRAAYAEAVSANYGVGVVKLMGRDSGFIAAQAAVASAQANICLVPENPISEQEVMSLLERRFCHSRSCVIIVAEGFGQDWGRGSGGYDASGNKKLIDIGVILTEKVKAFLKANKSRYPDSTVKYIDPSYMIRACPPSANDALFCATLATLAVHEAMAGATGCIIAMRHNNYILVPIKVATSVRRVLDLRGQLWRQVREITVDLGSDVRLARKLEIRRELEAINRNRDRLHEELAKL
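ADP-Glo luminescence quantified ADP after 45 min at room temperature, with 1.25 nM T. brucei PFK, 0.1 mM ATP and 0.5 mM fructose-6-phosphate in pH 8.0 TEA buffer. qHTS titrations up to 57 µM; curves classified by quality.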
VP16 counter – Gal4-VP16 reporter inhibition counter-screen. Drosophila S2 Gal4-VP16 UAS-luciferase, luminescence, 20 h. Potency, µM (series often up to 53.6 µM), without a hit: top-dose activity, negative = inhibition, actives largely listed as inhibitors. 310,000 tested, 3.5% active. AID 2546;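 note: Gal4-VP16 expression switched on by copper sulfate through the metallothionein promoter; potency is the fitted concentration of half-maximal effect; % is set by controls: 0 for no effect and ±100 for the full control effect; nearly all actives have a fitted effect of over 50% in size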
NPC1 prom act – activators of NPC1 promoter; Huh7 NPC1 promoter luciferase reporter, 24 h; Potency, µM (highest dose often 9.22 µM), without a hit: at the highest dose activation, most hits filed as activators; 320,000 tested, 2.4% active; AID 485313;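 note: potency is the fitted concentration of half-maximal effect; % of control where 0% means no effect; nearly all actives have a fitted effect of over 60% in size; reporter is driven by a mutant NPC1 promoter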
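Compounds in DMSO were transferred onto Huh7 NPC1-luciferase reporter cells pre-incubated 2 h; after 24 h at 37 °C, Amplite reagent was dispensed and luminescence recorded 10 min later.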
p53 reactivator – restores transcriptional activity of mutant p53. H1299 p53-A138V BP100-luciferase reporter, luminescence, 24 h. Potency, µM (series often up to 92.2 µM), for the others: top-dose activity change, positive = activation, actives largely listed as activators. 320,000 tested, 0.063% active; note: potency is the fitted concentration of half-maximal effect; % of control where 0% means no effect; nearly all actives have a fitted effect of over 45% in size
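p53-null H1299 cells stably carrying temperature-sensitive p53-A138V and a BP100-luciferase reporter were pinned with compounds (4-point, 1:5 series) and held 24 hrs at 37 deg C. Luminescence was read 10 min after detection reagent.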
Rab9 prom act – Rab9 promoter activation | Potency, µM (titrated, usually from 9.22 µM), for inactives: at the highest dose activation, negative = inhibition, most hits filed as activators | AID 485297 | Huh7 Rab9 promoter-luciferase reporter, luminescence, 24 h | 320,000 tested, 2.8% active; note: potency is the fitted concentration of half-maximal effect; % of control where 0% means no effect; nearly all actives have a fitted effect of over 60% in size
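Measured in stably transfected Huh7 cells bearing a Rab9 promoter–luciferase construct: 24 h compound treatment at 37 °C, followed by luminescence detection.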
ELG1 genotoxic – inducers of genotoxicity in HEK293T ELG1-luciferase cells; Potency, µM (series often up to 46 µM), for inactives: top-dose activity change, positive = activation, hits mostly activators; HEK293T ELG1-luciferase reporter, luminescence, 16 h; 330,000 tested, 1.3% active; note: potency is the fitted concentration of half-maximal effect; % of control where 0% means no effect; nearly all actives have a fitted effect of over 60% in size
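HEK293T cells expressing luciferase-tagged ELG1 were treated with compound or DMSO for 16 hr at 37°C. Luciferase activity was then read after 30 min with ONE-Glo at room temperature; rising signal flags genetic stress.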
FLuc modulator – counter-screen for miR-21 project: firefly luciferase inhibitors or activators; P08659; purified FLuc, Km substrates, luminescence inhibition; Potency, µM (top dose mostly 57.5 µM), without a hit: at the highest dose activity change, negative = inhibition, actives largely listed as inhibitors; 360,000 tested, 6.9% active;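 note: potency is the fitted concentration of half-maximal effect; plate controls were vehicle for no effect and reference inhibitor for full effect; nearly all actives have a fitted effect of over 55% in size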
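Biochemical qHTS of compounds, final roughly 60 µM downward over six points, against 10 nM purified firefly luciferase using Km concentrations of substrates (10 uM D-luciferin, 10 uM ATP) in Tris acetate pH 7.5 buffer; luminescence output.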
BRCA1 expr act – activators of BRCA1 expression | 380,000 tested, 1.1% active | MCF7-BRCA1-FFLuc reporter, luminescence, 48 h; response scale: scaled: vehicle 0%, 10 µM genistein 100% | Potency, µM (doses to about 46.1 µM), for the others: top-dose activation, actives largely listed as activators | AID 624202; note: potency is the fitted concentration of half-maximal effect; nearly all actives have a fitted effect of over 80% in size; some results filed as inactive show a strong effect at the top dose
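Luminescence from a BRCA1-driven firefly luciferase in MCF7 cells was read after 48 h compound exposure at 37 C. Data normalized against DMSO and a 10microM genistein activation control, then curve-fitted across the titration.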
RORgamma inh – ROR gamma (mouse) transcription inhibition. P51450. Drosophila S2 Gal4-RORgamma UAS-luciferase reporter, 20 h. Potency, µM (doses to about 53.6 µM), without a hit: top-dose activity change, negative = inhibition, most hits filed as inhibitors. 310,000 tested, 5.4% active; note: potency is the fitted concentration of half-maximal effect; % is set by controls: 0 for no effect and ±100 for the full control effect; nearly all actives have a fitted effect of over 60% in size
Target sequence (P51450 whole entry, looked up, the tested form may be a part): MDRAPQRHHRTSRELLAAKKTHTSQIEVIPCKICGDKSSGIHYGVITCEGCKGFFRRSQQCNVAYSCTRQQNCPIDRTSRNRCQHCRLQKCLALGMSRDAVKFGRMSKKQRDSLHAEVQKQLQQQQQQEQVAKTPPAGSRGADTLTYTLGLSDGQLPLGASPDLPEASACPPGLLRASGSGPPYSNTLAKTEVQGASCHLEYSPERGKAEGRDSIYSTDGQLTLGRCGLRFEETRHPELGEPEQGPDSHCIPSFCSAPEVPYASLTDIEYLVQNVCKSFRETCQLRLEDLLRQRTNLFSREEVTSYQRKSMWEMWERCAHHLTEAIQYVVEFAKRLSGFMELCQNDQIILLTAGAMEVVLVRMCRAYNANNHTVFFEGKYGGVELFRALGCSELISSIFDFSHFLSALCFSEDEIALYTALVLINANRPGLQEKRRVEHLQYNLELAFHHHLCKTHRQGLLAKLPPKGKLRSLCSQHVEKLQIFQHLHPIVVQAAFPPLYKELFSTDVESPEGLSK
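Using a luciferase readout, inhibitors were identified by reduced reporter activity in Drosophila cells coexpressing a copper-inducible Gal4–ROR gamma fusion and UAS-driven Photinus luciferase, incubated 20 hr after 700 uM copper sulfate.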
TRPV1 ag – activates the human vanilloid receptor TRPV1; 320,000 tested, 0.19% active; activation, % at 8.33 µM; AID 540275; TRPV1-expressing cells, Fluo-8 calcium influx, agonist mode; Q8NER1; in the data active = activation above about 80%; inconclusive = between about 30% and that limit; note: 0% is about no effect
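Cells expressing TRPV1 were dye-loaded with Fluo-8 and read kinetically: 10 s baseline, 3 min after compound (agonist portion), then 2 min after EC20 capsaicin (allosteric enhancer portion). Calcium-bound dye fluorescence at 480/520 nm.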
ELG1 repair inh – blocks ELG1-dependent DNA repair in HEK293T cells. HEK293T ELG1-luciferase reporter, luminescence, 16 h; DNA damage induced by 5-fluorouridine. Potency, µM (titrated, usually from 46.1 µM), inactives show at the top dose activity change, negative = inhibition, usual class: inhibitors. 330,000 tested, 2.3% active. AID 504467; note: potency is the fitted concentration of half-maximal effect; % is set by controls: 0 for no effect and ±100 for the full control effect; nearly all actives have a fitted effect of over 55% in size
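Reporter activity after DNA damage by 5-fluorouridine is monitored. Compound-treated cells incubate 16 hr at 37 °C, then ONE-Glo is added for 30 min before luminescence reading.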
An asterisk follows results filed as active; ? = inconclusive; . = no result given; & = joins results of further samples; [ ] = remark or other dose. Unless noted, calls come from the whole dose curve; as a rule, active = well fitted curve in the direction sought with a large enough effect; inconclusive = small, poorly fitted or top-dose-only effect, or another doubt; inactive = no such curve, though single readings can be large; an effect the other way counts as inactive or inconclusive.

structure	ELG1 repair inh	Rab9 prom act	RORgamma inh	FLuc modulator	NPC1 prom act	Tb PFK block	TRPV1 ag	p53 reactivator	ELG1 genotoxic	VP16 counter	BRCA1 expr act
Cc1nn(-c2ccccc2)c(Cl)c1/C=N/NC(=O)c1ccc(CNc2ccccc2)o1	?	5%	?	2.1µM*	15%	0%	1	20%	1%	-8%	0%
CCN(CCCNC(=O)CN(C)S(=O)(=O)c1ccc2c(c1)CCC(=O)N2)c1cccc(C)c1	?	-1%	?	1%	-3%	-2%	?	-10%	1%	-1%	-46%
O=c1[nH]c(C2CCN(S(=O)(=O)c3ccc4c(c3)OCCO4)CC2)nc2c1nnn2Cc1cccc(F)c1	5%	-1%	26%	2%	0%	1%	-1	-4%	-2%	0%	-68%
COc1cccc(-n2c(=O)c3ccccc3n3c(=S)[nH]nc23)c1	0%	-4%	-38%	0%	-1%	?	-1	-4%	8%	-10%	-25%
COc1cc(C(=O)NC2CC(C)(C)Cc3c2cnn3-c2ccccc2)cc(OC)c1OC (stereo not given)	?	-3%	0%	0%	2%	0%	-1	?	12%	3%	-14%
CC1Sc2ccc(S(=O)(=O)CCC(=O)NC3CCCCCC3)cc2NC1=O (stereo not given)	-6%	-2%	-1%	-1%	-2%	4%	0	2%	-3%	-1%	-2%
Nc1ccccc1SC1CC(=O)N(c2ccc3c(c2)OCCO3)C1=O (stereo not given)	?	2.2µM*	25%	?	?	0%	7	14%	7%	-8%	?
Cc1cc(Br)ccc1NC(=O)CCSc1ccccc1	?	5%	20%	2%	1%	-2%[0.46 µM]	9	2%	1%	-9%	39%
O=C(CCn1cnnn1)Nc1ccccc1	0%	-1%	6%	-1%&1%	-3%	0%	0	5%	2%	0%	-6%
COc1ccc(CNC(=O)c2cc(COc3c(F)cccc3F)on2)cc1OC	?	-1%	0%	-5%	-3%	-4%	-3	-4%	-5%	-9%	-5%
CC(=O)Nc1ccc2c(c1)C(=O)N(c1cccc(C)c1)C2=O	-5%	-7%	-8%	5%	0%	0%	3	2%	0%	2%	-1%
N#CC1=C2N=C(N)c3ccccc3N2C2=C(C(=O)CCC2)C1c1ccc(Cl)cc1 (stereo not given)	-9%	-5%	-1%	-24%	-3%	3%	5	-11%	4%	-11%	-67%
CCOC(=O)c1c(NC(=S)NCC2CCCO2)sc(C)c1C (stereo not given)	5%	-8%	1.6µM*	-18%	-7%	-13%	29	-2%	1%	4.5µM*	-22%
Nc1ccccc1S(=O)(=O)c1ccccc1N	-7%	1%	10%	-2%	0%	2%	-6	-6%	0%	-3%	-30%
COc1cc(Br)c(CCNC(=O)c2ccco2)cc1OC	-4%	5%	13%	0%	-4%	-6%	1	-2%	-2%	5%	5%
CCN1CCN(S(=O)(=O)c2ccc(Cl)c(C(=O)N(C)Cc3ccc(Cl)cc3Cl)c2)CC1	?	-4%	30%	5%	-7%	1%	11	-9%	-12%	-2%	-15%
O=C(CCc1nnc(CCCCc2ccccc2)o1)NC(c1cccnc1)C(F)(F)F (stereo not given)	-22%	-24%	41%	1%	1%	-10%	12	-3%	-6%	0%	-16%
Cc1ccc(C(=O)N2CCN(c3ccc([N+](=O)[O-])c(NCc4cccnc4)c3)CC2)cc1	?	-13%	?	5%	-2%	-1%	-5	-9%	-3%	-4%	-56%
COc1ccccc1-c1nc(-c2ccc(Br)o2)no1	?	0.89µM*	-10%	1.9µM*	3.5µM*	1%	-4	24%	?	?	35%
COc1ccc(-n2c(SC(CN3CCCCC3)CN3CCCC3=O)nc3ccccc3c2=O)cc1 (stereo not given)	?	9%	22%	-10%	5%	9%	0	-1%	-1%	-16%	9%
COc1ccc(NC(=O)CN2CCN(C3c4ccccc4-c4ccccc43)CC2)c(OC)c1	3.7µM*	-10%	?	0%	-2%	1%	8	-2%	-10%	?	-64%
N#Cc1nc(-c2ccccc2F)oc1N1CCN(C(=O)c2ccco2)CC1	-8%	6%	7%	-1%	-1%	3%	10	-1%	-9%	-5%	-4%
CC(C)c1cc(NCc2ccccn2)n2c(nc3ccccc32)c1C#N	-17%	-1%	-25%	1%	-5%	8%	2	9%	7%	5%	-1%
COCCNC(=O)CN1CCN(Cc2cccc(Cl)c2)C1=O	7%	-2%	16%	4%	1%	-6%	1	-4%	-13%	0%	0%
CCN(CC)CCN(C(=O)c1c(F)cccc1F)c1nc2cc(C)cc(C)c2s1	-15%	1%	?	0%	1%	-16%	8	8%	-16%	?	-22%
CCCNC(=O)Cn1cnc2sc(C(=O)NCCCN3CCOCC3)c(C)c2c1=O	?	-1%	5%	1%	-1%	1%	-3	10%	0%	-5%	-2%
Cc1c(/C=C/C(=O)c2cccs2)cnn1C	?	?	25%	9.5µM*	?	1%	-1	?	21µM*	24%	?
Cc1nc(-c2nnc(SCC(=O)Nc3cc(C(F)(F)F)cc(C(F)(F)F)c3)n2C)cs1	15%	-3%	-1%	-1%	0%	-12%	3	-3%	5%	-2%	-29%
CCOC(=O)c1ccc(NC(=O)C(=O)NCC2CCCO2)cc1 (stereo not given)	7%	?	26%	?	16%	0%	-2	-3%	6%	2%	?
O=C(O)COc1ccc(/C=C/C(=O)c2ccc3ccccc3c2)cc1	0%	14%	1.6µM*	0.95µM*	3%	13%	0	17%	8%	?	-4%
COc1cccc(OCc2nnc(SCC(=O)NCc3ccco3)n2C)c1	4%	-1%	28%	4%	-2%	-2%	-1	4%	1%	-6%	2%
O=C(O)CN1c2cccc3cccc(c23)S1(=O)=O	4%	-3%	-14%	-2%	-4%	-4%	-1	-4%	4%	-1%	-13%
COc1ccccc1-c1nnc(SCC(=O)Nc2oc(C)c3c(C)n[nH]c(=O)c23)n1C	13%	-3%	.	7%	1%	1%	0	10%	-1%	.	-17%
Cc1cc(OC(C)C(=O)NC(Cc2c[nH]c3ccc(O)cc23)C(=O)O)c2c(C)cc(=O)oc2c1 (stereo not given)	-4%	-1%	0%	1%	0%	-1%	-2	.	3%	-1%	-11%
CCCCCn1c(SCC(=O)OCC)nc2cc(C(=O)N3CCC(C(N)=O)CC3)ccc2c1=O	-2%	0%	6%	2%	0%	0%	25	11%	-3%	-9%	7%
O=C(c1nn(-c2ccccc2)c(=O)c2ccccc12)N1CCN(c2ncccn2)CC1	-15%	0%	20%	-1%	-1%	1%	1	-4%	-6%	-13%	-5%
CSc1cccc(CN2CCCC(CNC(=O)c3ccc(F)cc3)C2)c1 (stereo not given)	-7%	-13%	19%	4%	0%	-6%	16	0%	0%	-7%	0%
CC(C)(C)OC(=O)N1CCCN(C(=O)Nc2ccc(C(F)(F)F)cc2)CC1	10%	-1%	15%	-2%	-1%	1%	2	-4%	-3%	-5%	-40%
COC(=O)CCC(=O)OC1(C)C(=O)C=C2C=C(C3CC3)N(C3CC3)C=C2C1=O (stereo not given)	12%	-2%	-9%	-3%	-1%	3%	-3	1%	1%	-10%	0%
COc1cccc(OCC(=O)NC2CCCCC2)c1	?	2%	4%	-3%	-5%	-4%	13	2%	3%	15%	22%

As entered above.
NPC1 prom act result of COc1cccc(OCC(=O)NC2CCCCC2)c1 = -5%
Rab9 prom act result of CCCCCn1c(SCC(=O)OCC)nc2cc(C(=O)N3CCC(C(N)=O)CC3)ccc2c1=O = 0%

More entries
structure	ELG1 repair inh	Rab9 prom act	RORgamma inh	FLuc modulator	NPC1 prom act	Tb PFK block	TRPV1 ag	p53 reactivator	ELG1 genotoxic	VP16 counter	BRCA1 expr act
CSCCC(NS(=O)(=O)c1cc(C(=O)O)ccc1Cl)C(=O)O (stereo not given)	1%	10%	-9%	-12%	-4%	6%	0	18%	4%	-1%	-1%
COc1ccc2nc(NC(=O)C3CCCN3S(=O)(=O)c3ccc(C)cc3)sc2c1 (stereo not given)	23µM*	7%	35%	-16%	7%	2%	5	-1%	-12%	-6%	-5%
COc1ccc(C2=Nn3c([n+](C)c4ccccc43)SC2)cc1	?	-34%[inhibitor]	?	-3%	-30%	-29%	1	10%	-3%	?	-63%
COCCCNC(=O)c1cccn2c(=O)c3cc4ccccc4cc3nc12	?	19%	-31%	15µM*	27%	-3%	8	?	11%	7%	-74%
COc1cccc(NC(=O)c2nn(C34CC5CC(CC(C5)C3)C4)cc2[N+](=O)[O-])c1	-19%	-9%	22%	-19%	-2%	12%	3	10%	-3%	2%	10%
